FLuc inh counter – counter-screen for luciferase assay inhibitors: firefly luciferase inhibition; P08659; ATPLite firefly luciferase biochemical luminescence, 10 min; inhibition, % at 10 µM; 200,000 tested, 1.5% active; AID 1006;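 active = inhibition above about 50% when tested at 10 µM, limit read from the data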
Target sequence (P08659 whole entry, looked up): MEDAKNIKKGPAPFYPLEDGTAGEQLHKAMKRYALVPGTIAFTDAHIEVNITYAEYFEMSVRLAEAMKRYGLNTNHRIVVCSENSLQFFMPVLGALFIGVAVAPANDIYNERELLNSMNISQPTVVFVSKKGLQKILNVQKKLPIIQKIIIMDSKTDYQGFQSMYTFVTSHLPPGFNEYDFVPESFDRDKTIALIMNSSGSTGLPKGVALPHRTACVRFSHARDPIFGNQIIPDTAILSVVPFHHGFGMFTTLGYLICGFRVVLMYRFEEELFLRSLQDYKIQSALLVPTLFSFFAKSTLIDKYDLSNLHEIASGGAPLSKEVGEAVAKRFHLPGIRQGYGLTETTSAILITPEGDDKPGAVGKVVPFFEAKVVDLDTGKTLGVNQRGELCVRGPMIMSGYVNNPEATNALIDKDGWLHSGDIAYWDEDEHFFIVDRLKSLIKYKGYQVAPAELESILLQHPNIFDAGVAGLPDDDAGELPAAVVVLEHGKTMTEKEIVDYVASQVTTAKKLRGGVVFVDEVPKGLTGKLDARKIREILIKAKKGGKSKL
L major viab – Leishmania major promastigote growth inhibition; Leishmania major promastigotes, resazurin fluorescence viability; inhibition, % at 10 µM; 200,000 tested, 9% active; AID 1063; in the data active = inhibition above about 50%;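 note: promastigotes grown with compound for 44 hours at 28 °C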
FLuc act counter – affects firefly luciferase, flagging false hits in luciferase stimulation screens | P08659 | ATPlite luciferase biochemical, luminescence, 10 min; 0 = ATP-free wells, 1 = DMSO control | activation factor at 10 µM | 200,000 tested, under 10 active;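 active = luciferase activation factor, scaled between plate controls, of at least 2 with compound at 10 µM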
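Assay system – cell-free luciferase reagent · Medium – PBS-based ATP solution · Dosing – test compounds dosed from 2 mM stocks in 100% DMSO · Timing – 10 min, room temperature · Technique – light output (luminescence) · Measure – luminescence gain marking luciferase activators · Controls – No-ATP low control, compound-free enzyme-plus-ATP high control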
RAM network inh – blocks the yeast RAM network; inhibition, % at 50 µM; AID 868; S. cerevisiae dse1pr::URA3 reporter, 5-FOA growth OD615, 2 d; analog-sensitive cbk1-as2 kinase mutant strain; 190,000 tested, 1.8% active;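 active = inhibition above a set limit, 3 SD over mean compound inhibition, cut at about 8.4% in these data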;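 note: 0% = DMSO-only wells with no growth and 100% = 10 µM 1-NA-PP1 full growth; inhibition rescues growth on 5-FOA so higher OD means more RAM inhibition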
bIAP activator – intestinal alkaline phosphatase (bovine) activation; purified bovine IAP, CDP-star luminescence, 30 min; active compounds read high; fold of DMSO-control signal, blank-subtracted; activation factor at 20 µM; 200,000 tested, 0.17% active; AID 1016;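 active = activation factor of 2 or more at 20 µM, a signal rise over negative controls twice the positive control's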
TNAP inh hiacc – blocks human TNAP under high phosphate acceptor concentration; inhibition, % at 20 µM; AID 1135; 200,000 tested, 0.03% active; purified TNAP, CDP-star luminescence, 1 M DEA;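 active = over 50% inhibition of tissue-nonspecific alkaline phosphatase at 20 µM in the single-dose screen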;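 note: plate controls were DMSO wells for no effect and EDTA-quenched wells as full inhibition for full effect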
bIAP inhibitor – blocks bovine intestinal alkaline phosphatase activity; purified bovine IAP, CDP-star luminescence, 30 min; inhibition, % at 20 µM; 190,000 tested, under 10 active; AID 1019;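 active = over 50% inhibition of intestinal alkaline phosphatase at 20 µM in the single-dose screen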
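System: purified bovine intestinal alkaline phosphatase (IAP) enzyme; Input: IAP diluted 1/65,000,000 in the well; Measured by: CDP-star luminescence signal; Compound dosing: 20 µM single dose; Incubation: 30 min reaction at room temperature.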
TNAP inh noacc – inhibitors of human TNAP without phosphate acceptor | inhibition, % at 20 µM | AID 1012 | purified TNAP, CDP-star luminescence, 30 min | 200,000 tested, 0.26% active;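 active = tissue-nonspecific alkaline phosphatase inhibition above about 50% at 20 µM in the single-dose screen, limit read from the data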;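 note: 0% = DMSO negative control and 100% = EDTA positive control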
TNAP act hi DEA – activators of human TNAP at high phosphate acceptor concentration; AID 1136; 200,000 tested, under 10 active; purified TNAP, CDP-star luminescence, 1 M DEA, 30 min; active compounds read high; 0 = EDTA background, 1 = DMSO-only activity; activation factor at 20 µM;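 active = activation factor at least 2 at 20 µM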
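Test system – human TNAP · Doses – 20 µM single point · Incubation – 30 min, room temperature · Signal – luminescent substrate turnover signal · Read-out basis – activation factor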
APP 5UTR inh – APP translation inhibition. SH-SY5Y APP 5'UTR-luciferase reporter, luminescence. inhibition, % at 2 µM. AID 1285. 190,000 tested, 0.82% active;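 active = inhibition above a set limit, derived from the sample mean plus 3 SD, cut at about 45% in these data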; note: values of inactives mirror those of a sister screen read the other way
Active calls of the source: *.

Compound	FLuc act counter	TNAP inh hiacc	bIAP inhibitor	TNAP inh noacc	FLuc inh counter	APP 5UTR inh	RAM network inh	L major viab	TNAP act hi DEA	bIAP activator
CCOc1ccc(NC(=O)N(C2CCCCC2)C(C)c2ccncc2)cc1 (stereo not given)	1.1	-3.4	-1.6	-1.8	-7.4	-14.0	1.6	45.6	1	1
COc1cccc(OCC(=O)NNC(=O)C(=O)N2CCCC2)c1	1	-0.2	3.2	-14.1	-2.5	9.5	-0.1	-1.5	1	1
COc1ccccc1NC(=O)Oc1ccc(C(C)=O)cc1	1.1	-0.5	-2.2	-9.6	-6.9	-14.3	0.3	4.3	1	1
Clc1ncccc1-c1nnn(-c2ccccc2)n1	0.3	-2.0	6.1	-4.5	70.5*	-131.9	2.2	-1.4	1	0.9
CCOc1ccc(N=C(NC#N)SCC)cc1	1	-1.5	-5.1	-10.7	-3.7	3.5	2.6	0.4	1	1.1
O=C(CCSc1ccccc1)N1CCN(c2ccccc2F)CC1	0.9	-2.0	4.2	-3.3	7.6	-53.9	0.6	-5.1	1	1
CCC(=O)Nc1ccc(C(=O)N/N=C/c2c(C)[nH]c3ccccc23)cc1	0.9	-4.2	-4.0	-14.2	14.1	6.5	1.7	10.2	1	1
O=C1c2cccc3c(Nc4ccccc4Cl)c([N+](=O)[O-])cc(c23)C(=O)N1CCO	1	29.0	19.5	18.0	-2.0	5.6	1.9	37.7	0.7	0.8
CC(=O)c1sc(Nc2nc(C)cc(C)n2)nc1C	1	-6.8	10.1	1.4	2.9	82.7*	0.0	12.5	1.1	0.9
Cc1cc2ccccc2n1CCNC(=O)C(C)Oc1ccccc1 (stereo not given)	1.1	-8.1	-11.3	0.9	-6.7	-9.7	8.7*	-2.4	1.1	1.1
COc1cccc2cc(-c3ccnc(N)n3)oc12	0.9	-4.3	-4.1	-10.2	11.0	-41.6	0.4	-3.3	1	1
O=C(Cc1ccccc1)NCC(=O)OCc1ccc([N+](=O)[O-])cc1	1	-4.4	0.9	-18.9	-4.7	-19.3	0.0	-7.0	1	1
CC(C)Oc1ccc(C(CC(=O)O)NC(=O)c2cccs2)cc1 (stereo not given)	1	-7.8	37.1	-14.7	-4.9	2.1	0.2	-4.0	1.1	0.6
O=C(Nc1ccc(NC(=O)C23CC4CC(CC(C4)C2)C3)cc1)c1cc(F)c(F)cc1Cl	1	-3.0	12.7	-11.0	-3.1	11.3	4.8	-3.8	1	0.9
Cc1cc(-c2ccccc2)c2c3c(cn2n1)c(=O)n(C)c(=O)n3C	1.1	1.0	14.2	2.7	-7.0	-4.9	3.4	7.2	1	0.9

Overlap with the part before: six compounds, then new ones.
Compound	FLuc act counter	TNAP inh hiacc	bIAP inhibitor	TNAP inh noacc	FLuc inh counter	APP 5UTR inh	RAM network inh	L major viab	TNAP act hi DEA	bIAP activator
Cc1cc2ccccc2n1CCNC(=O)C(C)Oc1ccccc1 (stereo not given)	1.1	-8.1	-11.3	0.9	-6.7	-9.7	8.7*	-2.4	1.1	1.1
COc1cccc2cc(-c3ccnc(N)n3)oc12	0.9	-4.3	-4.1	-10.2	11.0	-41.6	0.4	-3.3	1	1
O=C(Cc1ccccc1)NCC(=O)OCc1ccc([N+](=O)[O-])cc1	1	-4.4	0.9	-18.9	-4.7	-19.3	0.0	-7.0	1	1
CC(C)Oc1ccc(C(CC(=O)O)NC(=O)c2cccs2)cc1 (stereo not given)	1	-7.8	37.1	-14.7	-4.9	2.1	0.2	-4.0	1.1	0.6
O=C(Nc1ccc(NC(=O)C23CC4CC(CC(C4)C2)C3)cc1)c1cc(F)c(F)cc1Cl	1	-3.0	12.7	-11.0	-3.1	11.3	4.8	-3.8	1	0.9
Cc1cc(-c2ccccc2)c2c3c(cn2n1)c(=O)n(C)c(=O)n3C	1.1	1.0	14.2	2.7	-7.0	-4.9	3.4	7.2	1	0.9
O=C(O)C1CCCCC1C(=O)NCc1ccncc1 (stereo not given)	1.1	-4.3	0.1	-5.3	-6.2	-8.8	1.2	-6.5	1	1
Cc1cc(NC(=O)c2ccc(F)cc2F)n(-c2nc3ccccc3[nH]2)n1	1	-0.5	-12.0	-13.1	-2.2	-0.2	1.3	1.4	1	1.1
O=C(Cn1cncn1)NCc1cccc2ccccc12	1	-1.3	6.3	-8.2	-0.4	-4.3	2.9	-0.4	1	0.9
Cn1c(=O)n(CCOc2ccc(Cl)cc2Cl)c2ccccc21	1	-3.1	10.4	-14.9	-4.7	3.4	5.0	-1.2	1	0.9
CC(=O)c1cc2c(cc1NC(=O)CCC1CCCC1)OCO2	1	-4.5	-4.1	1.1	0.0	1.2	1.4	-2.7	1	1
Cc1cccc(N(CC(=O)NC2CCCCC2)C(=O)Cn2nnc(-c3ccc(C)o3)n2)c1	1	-7.3	-1.3	-16.7	-4.4	-3.1	2.1	20.3	1.1	1
CC(=O)c1c(C)n(CCO)c2ccc(O)cc12	1	-5.1	30.6	-9.7	1.3	1.3	1.0	3.3	1.1	0.7
O=C(CSc1ncn[nH]1)NC1CCCc2ccccc21 (stereo not given)	1	-0.2	3.4	-2.1	1.5	0.1	-0.1	-6.1	1	1
Cc1cc(Nc2ccc(F)cc2)nc(N)n1	1	0.2	6.4	-8.8	-2.4	-8.6	3.3	10.0	1	0.9
CCOCCCNC(=O)c1ccc(CS(=O)(=O)Cc2ccccc2F)o1	1.1	-7.2	4.7	-8.1	-6.7	-5.5	0.7	-3.9	1.1	1

Another view of 5 compounds above.
Each structure is followed by: FLuc act counter, TNAP inh hiacc, bIAP inhibitor, TNAP inh noacc, FLuc inh counter, APP 5UTR inh, RAM network inh, L major viab, TNAP act hi DEA, bIAP activator
- CC(=O)c1cc2c(cc1NC(=O)CCC1CCCC1)OCO2
 : 1, -4.5, -4.1, 1.1, 0.0, 1.2, 1.4, -2.7, 1, 1
- CCOCCCNC(=O)c1ccc(CS(=O)(=O)Cc2ccccc2F)o1
 : 1.1, -7.2, 4.7, -8.1, -6.7, -5.5, 0.7, -3.9, 1.1, 1
- Cc1cc(Nc2ccc(F)cc2)nc(N)n1
 : 1, 0.2, 6.4, -8.8, -2.4, -8.6, 3.3, 10.0, 1, 0.9
- O=C(Cn1cncn1)NCc1cccc2ccccc12
 : 1, -1.3, 6.3, -8.2, -0.4, -4.3, 2.9, -0.4, 1, 0.9
- Cc1cc(NC(=O)c2ccc(F)cc2F)n(-c2nc3ccccc3[nH]2)n1
 : 1, -0.5, -12.0, -13.1, -2.2, -0.2, 1.3, 1.4, 1, 1.1
